mcGAS RapidFire – inhibitors of Mus musculus cyclic GMP-AMP synthase, initial high-throughput assay, cell-free, RapidFire MS | AID 1259397, 2018 | recombinant mouse cGAS, cGAMP by RapidFire MS | inhibition, % at 12.5 µM | 130,000 tested, 0.18% active | Q8C6L5;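 active = inhibition of cGAS enzyme activity at or above 60%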;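 also: enzyme stimulated by 45 bp dsDNA with ATP and GTP substrates; cGAMP share of summed cGAMP plus half ATP and half GTP signals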
Target sequence (Q8C6L5 whole entry, looked up): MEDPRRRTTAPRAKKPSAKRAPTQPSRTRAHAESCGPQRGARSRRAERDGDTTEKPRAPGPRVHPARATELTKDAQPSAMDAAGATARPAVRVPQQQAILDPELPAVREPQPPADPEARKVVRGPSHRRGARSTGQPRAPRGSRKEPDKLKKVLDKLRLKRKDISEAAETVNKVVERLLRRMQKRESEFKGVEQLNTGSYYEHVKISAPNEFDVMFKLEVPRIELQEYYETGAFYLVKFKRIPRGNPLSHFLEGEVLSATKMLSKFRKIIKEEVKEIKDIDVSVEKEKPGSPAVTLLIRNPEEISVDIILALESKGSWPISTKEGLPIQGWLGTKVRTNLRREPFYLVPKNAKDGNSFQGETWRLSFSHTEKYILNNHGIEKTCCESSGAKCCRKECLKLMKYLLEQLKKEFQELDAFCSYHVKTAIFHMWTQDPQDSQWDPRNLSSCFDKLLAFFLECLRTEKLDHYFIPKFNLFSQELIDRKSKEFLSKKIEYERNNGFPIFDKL
The depositor's hits bear a star. This is a subset, so the mix of outcomes need not match the whole.

SMILES	mcGAS RapidFire
CC(C(=O)NCc1cn[nH]c1-c1cccs1)n1cnc2ccccc21 (stereo not drawn)	-10
Clc1ccc(C2Nc3ccc(Br)cc3C(c3ccccc3)O2)cc1 (stereo not drawn)	-39
CCC(=O)N(c1nnc(SCC(=O)c2c(N)n(C)c(=O)[nH]c2=O)s1)C1CC1	4
CC1CCCN(CC(=O)Nc2ccc(N3CCCC3=O)cc2)C1 (stereo not drawn)	-2
O=C(C1COc2ccccc2O1)N1CCN(c2ccccc2O)CC1 (stereo not drawn)	0
COC(=O)c1c(C)[nH]c(C(=O)C(C)OC(=O)c2c(C)noc2C)c1C (stereo not drawn)	-1
Cc1ccccc1C(CC(=O)NCCc1ccncc1)c1ccccc1 (stereo not drawn)	5
C=C(C)CN(CC)c1nc(N)c2c(N)nc3c(c2c1C#N)CC(=O)N3C12CC3CC(CC(C3)C1)C2	-7
NC(=O)c1ccc(OC2CCCN(c3ccccc3)C2=O)cc1 (stereo not drawn)	-11
COc1ccccc1-n1nc(CC(C)C)nc1C(C)n1ccnc1 (stereo not drawn)	-21
CC(C)NC(=S)NN=Cc1c(F)c(F)c(F)c(F)c1F	-1
CCn1c(=O)[nH]c(=O)c2cc(C(=O)N3CCN(C(=O)C(C)C)CC3)cnc21	-10
CC(CN(C)Cc1ccc2cccc(O)c2n1)N1CCOCC1 (stereo not drawn)	-8
Cc1ccc(Nc2ncnc3c2nnn3C)c(C)c1	-10
CNc1ncc(CN(C)C(=O)C(C)n2ccnc2C(C)C)cn1 (stereo not drawn)	-16
OCc1ccccc1-c1cccc2cnccc12	-1
O=C(CN1CCCCCCC1)Nc1ncc(Cl)cc1Cl	7
O=C(O)COCCN1CCN([C@H](c2ccccc2)c2ccc(Cl)cc2)CC1	-2
CCOC(=O)c1nn(-c2ccc(C)cc2)c(=O)cc1OCC(=O)Nc1ccc(OCC)cc1	-6
CC1CCN(C(=O)CSCc2csc(-c3ncccn3)n2)CC1	-8
N#Cc1cccc(NC(=O)COC(=O)CNC(=O)c2cccc(F)c2)c1	8
CN1C(=O)CC[C@H]1c1cccnc1	8
O=C(O)CC1CSc2nccc(=O)n21 (stereo not drawn)	5
O=C(NCCC(=O)N1CCCN(c2ccc(C(F)(F)F)cn2)CC1)NC1CCCCC1	-6
NC(=O)C(SC1=Nc2ccccc2CS1)c1ccccc1 (stereo not drawn)	-10
CC(C)CN1CCOC(CNC(=O)COc2cccc3ccccc23)C1 (stereo not drawn)	-1
CC(=O)Nc1ccc(NC(=O)CC2NCCNC2=O)cc1 (stereo not drawn)	-2
CN1C[C@H]2[C@@H](c3cccc4ccccc34)N[C@](CO)(c3ccccc3)[C@H]2C1	-9
COCCN(C)CCNC(=O)c1ccc2nc(C)c(C)nc2c1	-10
CC(C)Cc1cc(C(=O)N2CC[C@H](CO)[C@H](O)C2)on1	-20
CC(C)c1n[nH]c(=S)n1-c1ccccc1	-8
CC(CC(=O)N1CCCC(c2n[nH]c(=S)n2C)C1)C1CCCCC1 (stereo not drawn)	-4
CCCn1nnnc1COC(=O)C1COc2ccc(Cl)cc2C1 (stereo not drawn)	1
COc1ccc(NC(=O)CCC2CCN(C(=O)C3CC34CCCC4)CC2)c(OC)c1 (stereo not drawn)	-4
Nc1nc2cc(-c3ccccc3)cc(Cl)c2o1	-20
COc1cc(S(=O)(=O)N2CCOCC2)ccc1NC(=O)Nc1ccccc1C#N	0
NC(=O)Nc1ccc(Cl)c(NS(=O)(=O)c2ccccc2Br)c1	-16
CCS(=O)(=O)c1ccc(Cl)cc1C(=O)Nc1cc(C)nn1C	-11
O=C(CCC(=O)NC1CCCC1)NCc1ccc2c(c1)OCCCO2	-12
Nc1nonc1OCc1ccc2c(c1)OCO2	-4
CC(NC(=O)c1cn[nH]c1-c1ccc2c(c1)OCCO2)c1ccccc1F (stereo not drawn)	3
CC(C(=O)NC1CCS(=O)(=O)C1)N1CCN(c2ccccc2Cl)CC1 (stereo not drawn)	-9
CCC(CNC(=O)/C=C/c1sccc1C)c1ccccc1 (stereo not drawn)	-1
COc1cccc(NC(=O)COc2ccc(C(=O)N3CCC4(CC3)OCCO4)cc2)c1	0
CC(=O)O[C@H]1CC2CCC3C(CC[C@@]4(C)C3C[C@H]([N+]3(C)CCCCC3)[C@@H]4OC(C)=O)[C@@]2(C)C[C@@H]1[N+]1(C)CCCCC1 (stereo partly drawn)	3
Cc1ccccc1NC(=O)C(=O)NC1CCCN(C(=O)c2ccco2)C1 (stereo not drawn)	-5
Cc1[nH]ccc1C(=O)N1CCC2CCCCC21 (stereo not drawn)	-7
CN(CC(=O)NC1CC1)CC(=O)N(C)Cc1ccccc1Br	-5
O=C(Cn1cnc2sccc2c1=O)N1CCCSc2ccccc21	-2
COc1ccc(-c2ccccc2C(=O)NC(C)C)cc1F	-26
NC(=O)c1ccc(CNc2ccc3cccc(Br)c3n2)o1	46
CC(NC(=O)c1ccccc1N(C)C(=O)C1CC1)c1ccccc1Br (stereo not drawn)	-7
CCCCc1nnc(NC(=O)c2ccc(C)s2)s1	-6
CCOC(=O)N1CCN(C(=O)CSc2nc3ccccc3c(=O)n2C2CCCC2)CC1	-1
COc1cccc(C(=O)CN2C(=O)NC3(CCCc4ccccc43)C2=O)c1 (stereo not drawn)	-9
O=C(C=CNC12CC3CC(CC(C3)C1)C2)C(F)(F)F	-5
Cc1cc(N(C)C)nc(Nc2ccc(NC(=O)C(C)Oc3ccccc3)cc2)n1 (stereo not drawn)	10
CCOc1ccccc1CN1CCNC(=O)C1CC(=O)NCC(C)(C)CN(C)C (stereo not drawn)	0
CN1CCN2CCN(Cc3cc(=O)n4c5c(cccc35)CCC4)CC2C1 (stereo not drawn)	-2
CN(Cc1ccccc1)C(NC(=O)c1ccccc1)C(Cl)(Cl)Cl (stereo not drawn)	2
Remaining list, next part.
SMILES	mcGAS RapidFire
O=c1[nH]c(CNCc2ccccc2)nc2scc(-c3ccccc3F)c12	-11
COc1ccc(OC)c(-n2c(=S)[nH]c3cc(C(=O)N4CCC(C(N)=O)CC4)ccc3c2=O)c1	-9
COCc1c(C(=O)N2CCCC(C(=O)c3ccccc3)C2)noc1C (stereo not drawn)	-1
Cn1cc(C(NC(=O)Cn2ncc3ccccc32)C(C)(C)C)cn1 (stereo not drawn)	-2
Cc1nc(SCc2cccc(C#N)c2)n(C2CCCC2)c1C	-1
Clc1ccc(C=Cc2nc3ccccc3o2)cc1Cl	-6
COc1ccc(Br)c(C(=O)Nc2cc(C(=O)Nc3cccc(C(F)(F)F)c3)ccc2N2CC3CC(C2)c2cccc(=O)n2C3)c1 (stereo not drawn)	-5
CC1ON=C(c2cccc(Cl)c2)N(Cc2ccncc2)C1=O (stereo not drawn)	-15
CCN(CC1CCCO1)c1nc2cc(C)nn2c2ccccc12 (stereo not drawn)	-8
CCOC(=O)N1CCN(c2nc(Nc3ccc(OC)cc3)c3cn[nH]c3n2)CC1	-5
CCCOc1ccc(-c2c(=O)n(OC)c3ccccc3[n+]2[O-])cc1	-4
CCC(C)N(C)CCNS(=O)(=O)C1CCOCC1 (stereo not drawn)	-21
CC(CC(=O)N1CCN(C(=O)c2n[nH]c3ccccc23)CC1)C1CC1 (stereo not drawn)	-6
CCn1c(SC(C)C(=O)Nc2ccc(C)c(F)c2)nnc1-c1ccco1 (stereo not drawn)	-3
CCOC(=O)N1CCC(NC(=O)c2cc(=O)c(OCc3cccc(OC)c3)co2)CC1	-7
COc1ccc(S(=O)(=O)N2CCNCC2)cc1OC	1
CC(=O)C1=C(c2ccc(C)c(C)c2)N(C(C)=O)n2c(nnc2-c2ccc(Cl)cc2)S1	-1
O=C(CSc1ccccn1)NCc1cccnc1N1CCOCC1	-3
CCCc1cc(C(=O)N2CCC(N3CCCC(C(=O)N4CCCC4)C3)CC2)ccn1 (stereo not drawn)	-11
COc1ccc(C(=O)NC(c2ccccc2)c2ccccc2)c(OC)c1	-5
Cc1nn(-c2ccccc2)c(Cl)c1C(=O)N1CCC(C(N)=O)CC1	-6
O=S(=O)(Nc1ccc(OC(F)F)c(Cl)c1)c1ccc(F)c(F)c1	-7
Oc1oc(-c2ccccc2Br)nc1C=Nc1ccccc1	28
CC(=O)NC(=Nc1nc(C)cc(C)n1)Nc1cc(C)cc(C)c1	-16
CCc1nc(CN(C)c2nc(C)cc(C)c2C#N)cs1	-1
CCN(CC)Cc1cnc2c(C(=O)Nc3cccc4cc(C)oc34)cnn2c1	-17
O=C(Nc1ccc(N2CCN(C(=O)C3CCCO3)CC2)nn1)c1ccccc1 (stereo not drawn)	-7
NC(N)=Nc1ccc(Cl)cc1	46
CC1CN(C(C)(C)CNS(=O)(=O)c2ccc(F)c(F)c2)CC(C)O1 (stereo not drawn)	-22
CCCn1c(CCC(=O)N=c2sccn2C)nc2cc(S(N)(=O)=O)ccc21	-6
CCOC(=O)C1(Cc2ccccc2)CCN(Cc2cn[nH]c2-c2ccccc2)CC1	-10
Cn1c(=O)c2c(nc(SCCO)n2Cc2ccccc2)n(C)c1=O	-2
O=C1C(=Cc2ccsc2)CS(=O)(=O)c2ccccc21	11
C[C@@H]1O[C@@H](OC[C@H]2OC(Oc3c(-c4ccc(OCCO)c(OCCO)c4)oc4cc(OCCO)cc(O)c4c3=O)[C@H](O)[C@@H](O)[C@@H]2O)[C@H](O)[C@H](O)[C@H]1O (stereo partly drawn)	-12
CCCS(=O)(=O)NCc1cccnc1Oc1ccc(C)c(F)c1F	-7
Cc1ccc(Nc2cc(C)nc(N3CCN(C(=O)CCCc4ccccc4)CC3)n2)cc1	-7
COc1cccc(OCc2nc(C(=O)N3CCCC3c3nccs3)co2)c1 (stereo not drawn)	-7
Oc1ccc(N=Nc2ccc(F)cc2)c2cccnc12	-5
CCCc1noc(CCCC(=O)N(CC(N)=O)Cc2ccccc2)n1	2
O=C(CN1CCC(c2ccccc2)CC1)N1CCCC(CO)(Cc2ccccc2)C1 (stereo not drawn)	-7
CCCCOc1ccc(C(=O)N2CCN(S(=O)(=O)c3cc4c5c(c3)CCN5C(=O)CC4)CC2)cc1	-1
Cn1ccc(C(=O)Nc2ccc(F)c(-n3cccc3)c2)cc1=O	-16
O=C(Nc1ccccc1SC1CCCC1)c1ccc(-n2cnnc2)cc1	-1
O=C1CC(c2ccccc2-c2ccccc2)c2c(n[nH]c2C(=O)O)N1 (stereo not drawn)	-13
Cc1cc(C)cc(C(O)c2ncc(-c3ccccc3)[nH]2)c1 (stereo not drawn)	-8
O=C(NCCc1ccc(Br)s1)N1CCN(c2ccccc2F)CC1	2
CCC1CN(C(=O)c2ccccc2NC)CCC(=O)N1Cc1ccccc1 (stereo not drawn)	9
O=C(c1csc2nc(-c3ccccc3)cn12)N1CCN[C@H]2CS(=O)(=O)C[C@H]21	-8

The final 2 records of the section above lead into the next:
SMILES	mcGAS RapidFire
CCC1CN(C(=O)c2ccccc2NC)CCC(=O)N1Cc1ccccc1 (stereo not drawn)	9
O=C(c1csc2nc(-c3ccccc3)cn12)N1CCN[C@H]2CS(=O)(=O)C[C@H]21	-8
CN(C)CCCNCCCNC(=O)c1ccncc1	-8
Cc1nc(CCNC(=O)c2cc(Cl)ccc2F)cs1	-3
Cc1cc(CNS(=O)(=O)c2ccc(Br)c(F)c2)no1	-11
Cc1ccccc1Oc1ncccc1CNC(=O)Cn1cccnc1=O	-19
Cc1nn(C)c(C)c1CN(C(=O)c1cc2ccccn2n1)C(C)C	-15
O=C(Nc1ccccc1)C1CCCN(C2CCOC2=O)C1 (stereo not drawn)	-13
CCn1c(-c2ccc(OCC(=O)NC)c(OC)c2)nc2cc(F)ccc21	-53
CCOC(=O)c1nc2ccc(C)cc2c2oc(C)cc12	-12
CCn1nnc2c(SCC(=O)NC(C)C)ncnc21	-5
Cc1cccc(Cn2nc(-c3ccc(Br)cc3)ccc2=O)c1	-8
CN(C)C(CNc1nc2ccccc2o1)Cc1ccccc1 (stereo not drawn)	3
COc1ccccc1CCNC(=O)c1ccccc1N1CCC(NC(=O)C2CCCC2)CC1	-5
Cc1cc(C)cc(N2CCCn3c2nc2c3c(=O)n(CC(N)=O)c(=O)n2C)c1	-9
Cc1nc2nc(C(F)(F)F)nn2c(C)c1CC(=O)NC(C)c1cccnc1 (stereo not drawn)	23
O=C(NC1CCN(C2CC2)C1)c1ccnc(-n2cncn2)c1 (stereo not drawn)	-4
Cc1cc(CN(C)CC(=O)NCCc2cccc(Cl)c2)n[nH]1	-10
O=C(NCC1CCCc2ccccc21)c1sccc1S(=O)(=O)N1CCCCC1 (stereo not drawn)	-7
O=C(NCC12CC3CC(C1)CC(CNC(=O)C(F)(F)F)(C3)C2)C(F)(F)F	-7
COCCN(Cc1c(C)nn(C)c1C)C(=O)[C@H]1Cc2ccccc2CN1	-23
CC1(C)CC2=NN(c3ccccc3)P(=O)(OCC3CCCO3)C2=C(N2CCCCC2)C1 (stereo not drawn)	4
CC(Nc1ccc(F)cc1)C(=O)N1c2ccccc2CC1C (stereo not drawn)	-1

Of the compounds above, these contain an aryl methoxy group.
SMILES	mcGAS RapidFire
COc1ccccc1-n1nc(CC(C)C)nc1C(C)n1ccnc1 (stereo not drawn)	-21
COc1ccc(NC(=O)CCC2CCN(C(=O)C3CC34CCCC4)CC2)c(OC)c1 (stereo not drawn)	-4
COc1cc(S(=O)(=O)N2CCOCC2)ccc1NC(=O)Nc1ccccc1C#N	0
COc1cccc(NC(=O)COc2ccc(C(=O)N3CCC4(CC3)OCCO4)cc2)c1	0
COc1ccc(-c2ccccc2C(=O)NC(C)C)cc1F	-26
COc1cccc(C(=O)CN2C(=O)NC3(CCCc4ccccc43)C2=O)c1 (stereo not drawn)	-9
COc1ccc(OC)c(-n2c(=S)[nH]c3cc(C(=O)N4CCC(C(N)=O)CC4)ccc3c2=O)c1	-9
COc1ccc(Br)c(C(=O)Nc2cc(C(=O)Nc3cccc(C(F)(F)F)c3)ccc2N2CC3CC(C2)c2cccc(=O)n2C3)c1 (stereo not drawn)	-5
CCOC(=O)N1CCN(c2nc(Nc3ccc(OC)cc3)c3cn[nH]c3n2)CC1	-5
CCOC(=O)N1CCC(NC(=O)c2cc(=O)c(OCc3cccc(OC)c3)co2)CC1	-7
COc1ccc(S(=O)(=O)N2CCNCC2)cc1OC	1
COc1ccc(C(=O)NC(c2ccccc2)c2ccccc2)c(OC)c1	-5
COc1cccc(OCc2nc(C(=O)N3CCCC3c3nccs3)co2)c1 (stereo not drawn)	-7
CCn1c(-c2ccc(OCC(=O)NC)c(OC)c2)nc2cc(F)ccc21	-53
COc1ccccc1CCNC(=O)c1ccccc1N1CCC(NC(=O)C2CCCC2)CC1	-5

Bioassay records from PubChem.
